Bioassay records as filed in PubChem BioAssay.
APOBEC3G inh: APOBEC3G (human) deaminase inhibition | inhibition, % at 20 µM | AID 493012 | 0.28% of 330,000 active | Q9HC16 | recombinant A3G, ssDNA deamination FAM/TAMRA fluorescence;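 active = inhibition of at least 40% at 20 µM, with no more than 30% in the related APOBEC3A deaminase screen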;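 also: plate controls were DMSO wells with A3G for no effect and wells lacking A3G enzyme for full effect; some compounds called inactive have numbers as strong as hits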
hIAP act: increases human intestinal alkaline phosphatase activity. P09923. purified human IAP, CDP-Star luminescence, 30 min; active compounds read high; 1 = vehicle-only enzyme, 0 = enzyme-free background. activation factor at 10 µM. 0.16% of 330,000 active. AID 2524;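 active = activation factor of the enzyme at least 2-fold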; also: the source names both 10 and 20 µM as test concentration; values of inactives mirror those of a sister screen read the other way
Target sequence (P09923 whole entry, looked up): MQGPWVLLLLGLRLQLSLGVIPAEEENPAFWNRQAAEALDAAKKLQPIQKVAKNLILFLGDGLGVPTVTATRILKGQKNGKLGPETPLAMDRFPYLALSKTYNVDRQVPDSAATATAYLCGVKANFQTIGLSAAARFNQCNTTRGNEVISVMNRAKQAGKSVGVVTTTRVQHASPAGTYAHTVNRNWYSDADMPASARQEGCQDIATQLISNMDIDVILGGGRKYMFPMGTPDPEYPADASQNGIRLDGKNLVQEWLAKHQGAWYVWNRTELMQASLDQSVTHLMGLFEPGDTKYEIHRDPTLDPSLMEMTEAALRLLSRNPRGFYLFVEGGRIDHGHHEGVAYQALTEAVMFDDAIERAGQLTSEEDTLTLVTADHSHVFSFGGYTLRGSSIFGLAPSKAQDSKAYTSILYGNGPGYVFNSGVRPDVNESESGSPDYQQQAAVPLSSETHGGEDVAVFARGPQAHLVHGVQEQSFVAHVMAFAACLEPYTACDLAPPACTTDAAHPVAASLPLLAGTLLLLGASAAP
mIAP inh: blocks mouse intestinal alkaline phosphatase; inhibition, % at 10 µM; purified mouse IAP, CDP-Star luminescence, 30 min; 0.2% of 330,000 active;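 active = inhibition of at least 40% at 10 µM in the primary screen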;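 also: plate controls were DMSO with enzyme for no effect and no enzyme wells for full effect; values of inactives mirror those of a sister screen read the other way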
APOBEC3A inh: human APOBEC3A DNA deaminase inhibition. P31941. recombinant A3A, FAM/TAMRA ssDNA deamination fluorescence. inhibition, % at 20 µM. 0.41% of 330,000 active. AID 493011;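 active = at least 40% inhibition at 20 µM here, with at most 30% in a related deaminase screen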;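 also: plate controls were A3A with DMSO for no effect and wells lacking A3A enzyme for full effect; some results filed as inactive read as strong as hits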
Target sequence (P31941 whole entry, looked up): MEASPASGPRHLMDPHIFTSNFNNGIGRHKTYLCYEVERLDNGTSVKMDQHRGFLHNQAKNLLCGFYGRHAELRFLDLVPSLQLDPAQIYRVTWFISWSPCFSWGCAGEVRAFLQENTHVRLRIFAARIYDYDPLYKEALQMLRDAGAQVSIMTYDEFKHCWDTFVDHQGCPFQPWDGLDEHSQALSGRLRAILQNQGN
hIAP inh: human IAP inhibition | P09923 | purified IAP, CDP-Star luminescence, 30 min | inhibition, % at 10 µM | 0.12% of 330,000 active;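 active = inhibition reaching a set limit with compound at 10 µM in the primary screen, cut at about 35% in these data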;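 also: plate controls were DMSO wells with enzyme for no effect and no-enzyme buffer wells for full effect; values of inactives mirror those of a sister screen read the other way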
mIAP activ: increases mouse intestinal alkaline phosphatase activity; activation factor at 10 µM; 0.24% of 330,000 active; muIAP, CDP-Star luminescence, 30 min; active compounds read high; 1 = vehicle-only enzyme signal, 0 = enzyme-free wells;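 active = activation factor of at least 2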; also: the source names both 10 and 20 µM as test concentration; values of inactives mirror those of a sister screen read the other way
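also added = chemiluminescent substrate CDP-Star | test system = mouse IAP enzyme | signal = chemiluminescence readout | compound = DMSO-dissolved test compounds | incubation = 30 min at room temperature | benchmarks = DMSO wells, no-enzyme wells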
NALP3 yeast inh: NALP3 inhibition in yeast | Yeast reconstituted NLRP3/ASC/caspase-1, beta-gal luminescence, 24 h | inhibition, % at 10 µM | 0.39% of 330,000 active | AID 2825;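 active = inhibition of 50% or more; inactive = inhibition below 50%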;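 also: plate controls were induced DMSO wells for no effect and uninduced yeast grown without galactose for full effect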
SENP1 inh: blocks the human SENP1 SUMO protease catalytic domain; Q9P0U3; recombinant SENP1 catalytic domain, CyPet-SUMO1-YPet FRET cleavage; 0.21% of 360,000 active; AID 624204; inhibition, % at 10 µM;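 active = inhibition at least 30% at 10 µM, raw YFP signal under a set limit, fluorescence ratio 0.5 to 1.5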;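 also: 0% = enzyme with DMSO and 100% = no enzyme wells; some results filed as inactive read as strong as hits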
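Test system: hSENP1 catalytic domain, recombinant; Amount: 20 pM final SENP1 enzyme; Medium: Tris pH 8 buffer plus EDTA, NaCl, BME, BSA, NP40, catalase; Schedule: 50 min enzyme reaction, room temperature, light-protected; Technique: FRET fluorescence in CFP and YFP emission channels; Controls: no-enzyme wells low, DMSO-plus-enzyme wells high control.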
beta cell repl: inducers of beta-cell replication in MIN6 cells | MIN6 cells proliferation, ATPlite luminescence, 48 h; cells starved in 0.2% serum; 100% = growth in 10% serum | proliferation, % at 10 µM | 0.29% of 330,000 active;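 active = compounds whose signal lies at least 3.5 SD above the mean of all wells on their plate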;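 also: 0% = DMSO-treated cells in low-serum medium and 100% = 10% serum control; some compounds called inactive have numbers as strong as hits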
Active calls of the source: *; · = no result given. This is a subset. The share of hits here may be higher or lower than overall.

Below each SMILES – APOBEC3G inh	hIAP act	mIAP inh	APOBEC3A inh	hIAP inh	mIAP activ	NALP3 yeast inh	SENP1 inh	beta cell repl
#1 CC1(C)C[C@H]2C3=CCC4[C@@]5(C)CC[C@H](O)C(C)(C)C5CC[C@@]4(C)[C@]3(C)[C@@H](O)[C@@H](O)[C@@]2(CO)[C@@H](O)[C@@H]1O (stereo not given in full)
 : -4	0.94	12	-3	6	0.88	16	1	2
#2 CCCc1nc2nc(C)c(NS(=O)(=O)c3ccc(C4CCCCC4)cc3)c(=O)n2[nH]1
 : -7	0.97	8	-2	3	0.92	-1	1	0
#3 N=C1C(c2nc(-c3ccc(Br)cc3)cs2)=C(O)CN1NC(=O)c1ccc([N+](=O)[O-])cc1
 : 3	0.95	9	6	5	0.91	5	1	-1
#4 CC1(C)C([N+](=O)[O-])C(c2ccc(Cl)cc2)NC(c2ccc(Cl)cc2)C1[N+](=O)[O-] (stereo not given)
 : -4	0.94	14	-2	6	0.86	-13	-1	-6
#5 COC(=O)c1ccc(CN2CCN(CC=C(C)C)C(CCO)C2)cc1 (stereo not given)
 : 1	1.1	-6	0	-12	1.1	12	0	2
#6 COCCCNC(=O)CC1C[C@H](C(=O)N2CCOCC2)[C@@]2(CCC3CCCC3)c3[nH]c4ccc(OC)cc4c3CCN2C1=O (stereo not given in full)
 : 7	·	-8	7	·	1.1	·	2	·
#7 CCc1cc(-c2n[nH]c(=S)n2C(C)c2ccccc2)cs1 (stereo not given)
 : -1	0.87	4	0	13	0.96	0	3	4
#8 Cc1cc(C)c(S(=O)(=O)N2CCOC2CNC(=O)C(=O)NCCc2c[nH]c3ccccc23)c(C)c1 (stereo not given)
 : -2	1.1	-4	-2	-6	1	12	-1	2
#9 CCC(C)N(C(=O)c1csnn1)C(C(=O)NC1CCCC1)c1c(F)cccc1Cl (stereo not given)
 : -6	1.1	-5	-4	-8	1	-10	-1	-2
#10 Cc1ccc(S(=O)(=O)N2CCC[C@H]2C(=O)Nc2ccc(F)cc2C)cc1
 : -6	1.1	-11	-1	-8	1.1	8	1	3
#11 CCC(=O)NC(=S)NNC(=O)c1ccc(NC(=O)c2ccccc2)cc1
 : 33	1.7	13	-6	-69	0.87	18	2	0
#12 COC(=O)c1ccc(CN2C(=O)NC(c3ccccc3)(c3ccccc3)C2=O)o1
 : -12	0.86	4	-2	14	0.96	15	0	0
#13 COC(=O)c1cc2c(s1)-c1ccccc1CC2
 : -6	0.98	16	4	2	0.84	-2	3	3
#14 CN1CCN(c2cc(C(F)(F)F)nc(-c3ccccn3)n2)CC1
 : -3	1.1	-1	0	-12	1	15	0	-1
#15 OC1C2CN3CCN(C2)CC1(Cc1ccccc1)C3 (stereo not given)
 : 0	1.1	1	-1	-14	0.99	9	3	0
#16 Cc1ccc(/C=N/NC(=O)COc2ccc(Cl)c(C)c2)o1
 : -6	1.1	-2	-4	-8	1	17	0	3
#17 O=C(c1cccc(F)c1)N1CCN(C(=O)C(c2ccccc2)c2ccccc2)CC1
 : -3	1	5	1	-4	0.95	9	2	-1
#18 CCn1c(Cc2ccccc2)nnc1SCC(=O)c1c(N)n(C2CC2)c(=O)[nH]c1=O
 : -9	0.94	4	0	6	0.96	7	0	1
#19 Cc1cccc(-c2cccc(NC(=O)C3CCCN(C(=O)c4cccnc4)C3)c2)c1 (stereo not given)
 : -4	1.3	-13	1	-25	1.1	8	1	-5
#20 CC(C)NC(=O)COc1coc(CN2CCN(C(=O)c3ccco3)CC2)cc1=O
 : 1	1.1	9	12	-10	0.91	19	2	3

#21 O=C(Nc1ccc(Cl)cc1)NC1CCCCC1
#22 CCOC(=O)c1c(C)n(C)c2ccc(OCCN(C)C)cc12
#23 CC1CCC(NC(=O)C2c3ccccc3C(=O)N2Cc2cccs2)CC1 (stereo not given)
#24 NC(=O)c1cc(-c2ccccc2)nc(Oc2ccccc2)n1
#25 Cc1ccc(-n2ncc3c(NCc4ccccc4)ncnc32)cc1
#26 Cc1ccc(CNC(=O)CCNC(=O)c2ccc(Br)o2)cc1
#27 O=C(CCN1C(=O)C2CCCCC2C1=O)NNC(=O)c1cccc(Cl)c1 (stereo not given)
#28 CC(=O)Nc1cccc(NC(=O)CSc2nc(=O)n(CCN3CCOCC3)c3c2CCC3)c1
compound no.,21,22,23,24,25,26,27,28
APOBEC3G inh,1,0,-3,-1,-6,-6,-6,-2
hIAP act,1.1,1.1,0.82,1,0.93,0.9,1.1,1
mIAP inh,-16,-8,-3,14,-8,1,0,5
APOBEC3A inh,2,0,-1,0,-2,-3,-7,-3
hIAP inh,-9,-9,18,-3,7,10,-6,-3
mIAP activ,1.2,1.1,1,0.86,1.1,0.99,1,0.95
NALP3 yeast inh,11,2,5,33,18,-6,10,15
SENP1 inh,1,3,3,1,2,-2,4,2
beta cell repl,-1,-2,0,-1,-1,0,-2,0

#29 Cc1cc(C(C)(C)C)oc1C(=O)N(CC(=O)NC1CCCC1)Cc1ccc(Cl)cc1
#30 O=C(CSc1nc(-c2ccc(F)cc2)cs1)N1CCOCC1
#31 O=C(Nc1ccc(N2CCN(C(=O)c3ccccc3)CC2)cc1)c1cc2ccccc2o1
#32 O=C(NCc1ccc2c(c1)OCO2)c1nn(-c2ccccc2)c(=O)c2ccccc12
#33 O=C(Nc1ccccc1)C1CC(=O)N(C2CCCCC2)C1 (stereo not given)
#34 O=C(NNS(=O)(=O)c1ccc(F)cc1)c1ccc(O)cc1
#35 O=C(CCC1CCCN(C(=O)c2ccc3[nH]ccc3c2)C1)N1CCN(c2ccccn2)CC1 (stereo not given)
#36 CC(C)(C)NC(=O)NC(=O)CN1c2cccc3cccc(c23)S1(=O)=O
compound no.,29,30,31,32,33,34,35,36
APOBEC3G inh,-3,-3,-2,-5,-7,-1,-3,-5
hIAP act,1.1,0.78,1.1,1.1,1.3,1.2,1.2,1
mIAP inh,-69,1,4,6,-11,0,-17,4
APOBEC3A inh,3,-1,2,-6,-3,-1,4,0
hIAP inh,-7,22,-7,-9,-28,-22,-15,0
mIAP activ,1.7,0.99,0.96,0.94,1.1,1,1.2,0.96
NALP3 yeast inh,14,13,14,21,15,4,2,14
SENP1 inh,3,-1,3,1,0,-2,-1,-1
beta cell repl,-3,-1,1,-2,-2,0,-3,1

#37 O=C(c1ccc(CNS(=O)(=O)c2cccc(C(F)(F)F)c2)cc1)N1CCOCC1
#38 COc1ccc(C(=O)N/C(=C\c2ccc([N+](=O)[O-])cc2)C(=O)NC(CCSC)C(=O)O)cc1 (stereo not given)
#39 OCCN(Cc1ccccc1)Cc1ccccc1Cl
#40 Cc1nc2ncnn2c(C)c1CCC(=O)NCCc1ccccc1
#41 CC(C)(C)c1ccc(OCC(O)CN2CCCC2)cc1 (stereo not given)
#42 CCCOC(=O)C1=C(C)NC2=C(C(=O)CCC2)C1c1cccs1 (stereo not given)
#43 Cc1cc2cc(CNC(=O)c3cccc([N+](=O)[O-])c3)ccc2n1C
#44 CC(C)(C)c1ccc(-c2nnc(SCC(=O)NC3CCS(=O)(=O)C3)n2N)cc1 (stereo not given)
compound no.,37,38,39,40,41,42,43,44
APOBEC3G inh,-1,-1,-7,-5,4,-8,-7,-2
hIAP act,1.1,0.96,0.75,1,1.1,1.2,0.87,0.98
mIAP inh,-1,-1,3,3,-3,1,8,6
APOBEC3A inh,3,0,-3,-4,-1,-2,-8,-2
hIAP inh,-5,4,25,-2,-12,-19,13,2
mIAP activ,1,1,0.97,0.97,1,0.99,0.92,0.94
NALP3 yeast inh,3,0,-5,13,-2,12,12,-22
SENP1 inh,0,10,0,2,1,1,1,0
beta cell repl,-2,1,2,-1,-2,-2,-2,-1

#45 O=C(CCS(=O)(=O)c1cc(Br)cc2c1N(C(=O)C1CC1)CC2)NCC1CCCO1 (stereo not given)
#46 COc1ccc(NC(=O)C2CCN(C(=O)c3ccccc3)CC2)cc1OC
#47 N#Cc1c(Nc2ccc(F)cc2)sc(C(=O)c2ccc(F)cc2)c1N
#48 CCNc1nc(N)nc(Oc2ccc(OCC)nn2)n1
compound no.,45,46,47,48
APOBEC3G inh,-8,-7,-6,-7
hIAP act,1,0.98,0.78,1.5
mIAP inh,-5,8,14,-8
APOBEC3A inh,-2,-5,-4,-4
hIAP inh,-2,2,22,-46
mIAP activ,1.1,0.92,0.86,1.1
NALP3 yeast inh,0,0,20,6
SENP1 inh,0,3,2,1
beta cell repl,0,0,-1,-1
